CHRM4 PAM: potentiates acetylcholine response at human M4 receptor; P08173; 0.4% of 360,000 active; AID 624126; CHO-K1 hM4/Gqi5, Fluo-8 calcium fluorescence, ACh EC20; 0% = ACh EC20, 100% = maximal ACh; activation, % at 3 µM;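 active = activation above its plate's cutoff, the mean activation of sample wells plus 3 SD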; note: some results filed as inactive read as strong as hits
CRFR2-BP antag: antagonists of CRF-binding protein/CRF-R2 receptor complex; 0.59% of 350,000 active; HEK293 CRF-R2/CRF-BP, CRF-induced calcium fluorescence; inhibition, % at 11.8 µM; AID 588475;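 active = inhibition of the ligand-induced calcium signal above about 50% at the single tested concentration, limit read from the data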
CHRM1 PAM: positive allosteric modulators of human M1 muscarinic receptor; activation, % at 3 µM; P11229; CHO-K1 hM1, Fluo-8 calcium fluorescence, ACh EC20; 0% = ACh EC20, 100% = maximal ACh; 0.088% of 360,000 active; in the data active = activation above about 19%, passing the limit was not always enough
Target sequence (P11229 whole entry, looked up): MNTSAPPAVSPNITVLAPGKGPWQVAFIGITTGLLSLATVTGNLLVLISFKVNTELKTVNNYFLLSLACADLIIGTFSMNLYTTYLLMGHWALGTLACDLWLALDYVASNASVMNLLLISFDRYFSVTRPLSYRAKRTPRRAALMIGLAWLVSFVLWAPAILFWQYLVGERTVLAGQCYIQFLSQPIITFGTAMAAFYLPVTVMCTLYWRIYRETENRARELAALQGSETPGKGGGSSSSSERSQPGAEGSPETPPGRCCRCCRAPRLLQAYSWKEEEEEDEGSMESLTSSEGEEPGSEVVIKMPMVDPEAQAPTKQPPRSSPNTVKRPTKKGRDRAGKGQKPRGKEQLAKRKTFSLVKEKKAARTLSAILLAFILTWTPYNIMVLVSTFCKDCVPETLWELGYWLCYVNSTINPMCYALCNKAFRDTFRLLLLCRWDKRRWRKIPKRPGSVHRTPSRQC
M5 antag: antagonists of human muscarinic M5 receptor (CHRM5); P08912; CHO-hM5 cells, Fluo-8 calcium fluorescence, ACh EC80; inhibition, % at 3 µM; 0.59% of 360,000 active; AID 624040;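 active = inhibition above a per-plate cutoff, the mean of that plate's test compounds plus 3 SD, cut at about 27% in these data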;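 note: 0% = acetylcholine EC80 with DMSO and 100% = DMSO without agonist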
Target sequence (P08912 whole entry, looked up): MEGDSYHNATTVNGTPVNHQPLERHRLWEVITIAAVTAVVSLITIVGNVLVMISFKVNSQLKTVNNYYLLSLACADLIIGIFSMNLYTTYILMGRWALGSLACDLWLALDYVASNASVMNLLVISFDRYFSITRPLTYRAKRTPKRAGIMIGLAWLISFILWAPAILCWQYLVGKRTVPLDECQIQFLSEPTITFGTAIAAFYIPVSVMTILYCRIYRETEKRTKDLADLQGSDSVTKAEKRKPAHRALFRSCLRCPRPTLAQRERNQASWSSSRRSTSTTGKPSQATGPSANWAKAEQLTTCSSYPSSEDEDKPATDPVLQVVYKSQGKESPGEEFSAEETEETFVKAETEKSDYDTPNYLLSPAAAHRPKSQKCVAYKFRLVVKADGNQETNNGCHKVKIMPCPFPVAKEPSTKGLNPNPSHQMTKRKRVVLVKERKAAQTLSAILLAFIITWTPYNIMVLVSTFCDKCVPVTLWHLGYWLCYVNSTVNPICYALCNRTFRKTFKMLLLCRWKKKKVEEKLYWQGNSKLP
M5 ag: CHRM5 agonism in calcium assay; P08912; activation, % at 3 µM; AID 624037; 0.19% of 360,000 active; CHO-K1 hM5 cells, Fluo-8 calcium fluorescence; 0% DMSO wells, 100% maximal acetylcholine response;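 active = activation above the run's mean over test compounds plus 3 SD, cut at about 23% in these data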;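 note: signal is peak over basal fluorescence ratio across the kinetic read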
CHRM4 antagonist: CHRM4 antagonism in calcium assay. CHO-hM4 cells, ACh EC80, Fluo-8 calcium fluorescence. 0.73% of 360,000 active. P08173. inhibition, % at 3 µM. AID 624125;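 active = inhibition above its plate's cutoff, the mean inhibition of sample wells plus 3 SD, cut at about 27% in these data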;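 note: 0% = acetylcholine EC80 with DMSO and 100% = DMSO without agonist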
M4 ag: CHRM4 agonism in calcium assay | 0.14% of 360,000 active | P08173 | CHO-K1 hM4/Gqi5, Fluo-8 calcium fluorescence; vehicle 0%, full acetylcholine response 100% | activation, % at 3 µM;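 active = activation above the run mean over all test wells plus 3 SD, cut at about 32% in these data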;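 note: peak over basal fluorescence ratio per well then scaled between controls; 0% = DMSO wells and 100% = acetylcholine at EC100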
M5 PAM: CHRM5 positive allosteric modulation | CHO-K1 hM5, Fluo-8 calcium, ACh EC20 PAM; 0% = ACh EC20, 100% = ACh EC100 | P08912 | AID 624038 | 0.3% of 360,000 active | activation, % at 3 µM;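 active = activation above the run cutoff, the mean activation of all test compounds plus 3 SD, cut at about 18% in these data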
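Assay system: CHO-K1 hM5 cells / Incubation: Fluo-8 loading 80 min at 37 °C plus 30 min room temperature / Technique: Fluo-8 calcium dye fluorescence, kinetic read / Repeats: single replicate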
CRFBP-R2 agonist: CRF-BP/CRF-R2 complex agonism; HEK293 CRF-R2/CRF-BP, calcium dye fluorescence (FLIPR); percent of saturating CRF peptide response; activation, % at 13.2 µM; 0.46% of 350,000 active; AID 588473;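 active = activation of at least 50%, plus an integration ratio under a set limit after plate pattern correction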;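 note: plate controls were neutral control wells without compound for no effect and CRF at EC100 for full effect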
An asterisk follows results filed as active; nt = not tested or not shown; & = joins results of further samples.

SMILES	CHRM4 PAM	CRFR2-BP antag	CHRM1 PAM	M5 antag	M5 ag	CHRM4 antagonist	M4 ag	M5 PAM	CRFBP-R2 agonist
O=C(NCCSCc1ccco1)Nc1cccc(Cl)c1	-4	44	1	11	1	12	7	-11	0.5
COC(=O)Nc1ccc2c(c1)N(C(=O)CCCl)c1ccccc1S2	-6	-5	4	4	-6	-10	3	-2	-1.9
Cc1ccc(-n2cc[nH]c2=S)c(C)c1	-10	4	-16	14	1	-2	19	-12	-0.5
O=C(CN1CCN(Cc2ccccc2)CC1)N/N=C\C=C/c1ccco1	-6	-17	11	-8	-2	-2	1	2	-1.1
C=CCNC(=O)c1ccccc1NC(=O)c1ccccc1C	4	-10	9	7	-3	-4	1	-12	-1.3
Cc1ccc(NC(=O)C2CC2)cc1S(=O)(=O)N1CCOCC1	0	7	-6	10	1	12	1	-7	-0.1
COc1ccc2[nH]cc(CCNC(=O)Cc3ccc(Cl)cc3)c2c1	-8	-16	14	11	-3	2	3	-6	0.1
COc1ccccc1NC(=O)c1c([N+](=O)[O-])cnn1C	1	-6	8	2	-4	-3	0	3	0.6
N=C1C(c2nc3ccccc3[nH]2)=C(O)CN1c1ccc(CC(=O)O)cc1	10	11	2	4	0	5	0	-5	0.6
CCCNC(=O)C1(C)CCCN(Cc2csc3ccccc23)C1 (stereo not given)	8	nt	-3	-1	0	-8	-1	2	nt
CC(C)c1ccc(N)c(S(=O)(=O)O)c1	-1	10	4	0	-3	-1	0	3	1.2
CCCC1CC(=O)NC1(C(=O)OCC)C(=O)OCC (stereo not given)	2	-2	7	8	-1	-1	0	1	2.2
O=C(CN(CCO)c1ccccc1)Nc1cccc(S(=O)(=O)N2CCCC2)c1	-7	-2	1	3	1	7	2	-3	-2.6
Cc1ccccc1N1CCN(C2CCCN(C(=O)c3snnc3C)C2)CC1 (stereo not given)	1	-3	4	6	-5	-5	2	2	-0.1
O=S(=O)(Nc1cccc2cn[nH]c12)c1ccc(F)cc1	-1	0	-8	0	-3	-2	3	-9	-0.3
O=C(Cn1ncc(Cl)c(Cl)c1=O)Nc1ccc2c(c1)OCO2	-2	16	-7	13	-1	22	-2	-7	-0.8
Cc1ccc(C)c(-n2c(SCC(=O)N3CCC(C(=O)O)CC3)nnc2-c2cccc(Cl)c2)c1	-1	5	11	2	2	-3	0	8	-0.1
CCCCn1c(=O)[nH]c(=O)c2c1nc(-c1ccc(OC(F)F)c(OC)c1)n2C	-3	1	10	5	-7	12	0	0	-1.3
C=CCOC(=O)C1=C[C@H](c2cn(C(C)=O)c3ccccc23)C[C@H](OCc2ccc(CO)cc2)O1	-8	-7	-10	17	5	14	17	-17	0.0
C[n+]1c2n(c3ccccc31)N=C(c1ccc(Cl)cc1)CS2	0	-6	5	4	0	3	1	1	-0.5
CCOc1ccc(N2CC(C(=O)N3CCCC3)CC2=O)cc1 (stereo not given)	-6	1	9	11	-2	3	1	-3	-1.2
CCOC(=O)c1cc2c(=O)n3cccc(C)c3nc2n(CC2CCCO2)c1=NC(C)=O (stereo not given)	1&-2	7&-3	7&4	22&-4	-1&-3	-2&0	0&1	2&7	-4.7&-2.5
COc1ccc(CNC(=O)c2nn(C)c3c2CS(=O)(=O)c2ccccc2-3)cc1	-7	16	4	13	-2	0	9	-11	-0.4
Cc1nn(S(=O)(=O)N2CCOCC2)c(C)c1Br	6	7	7	-7	-1	4	0	6	-2.6
CCCC(=O)N1CC(=O)Nc2ccc(C)cc2C1c1ccc(F)cc1 (stereo not given)	-3	-5	6	4	1	-4	1	-4	0.4

Limited to CHRM4 PAM and CHRM1 PAM, for six of the compounds above:
| SMILES | CHRM4 PAM | CHRM1 PAM |
| --- | --- | --- |
| O=C(Cn1ncc(Cl)c(Cl)c1=O)Nc1ccc2c(c1)OCO2 | -2 | -7 |
| Cc1ccc(C)c(-n2c(SCC(=O)N3CCC(C(=O)O)CC3)nnc2-c2cccc(Cl)c2)c1 | -1 | 11 |
| CCCCn1c(=O)[nH]c(=O)c2c1nc(-c1ccc(OC(F)F)c(OC)c1)n2C | -3 | 10 |
| C=CCOC(=O)C1=C[C@H](c2cn(C(C)=O)c3ccccc23)C[C@H](OCc2ccc(CO)cc2)O1 | -8 | -10 |
| C[n+]1c2n(c3ccccc31)N=C(c1ccc(Cl)cc1)CS2 | 0 | 5 |
| CCOc1ccc(N2CC(C(=O)N3CCCC3)CC2=O)cc1 (stereo not given) | -6 | 9 |

Back to the main list with the 2 entries that preceded the break.
SMILES	CHRM4 PAM	CRFR2-BP antag	CHRM1 PAM	M5 antag	M5 ag	CHRM4 antagonist	M4 ag	M5 PAM	CRFBP-R2 agonist
Cc1nn(S(=O)(=O)N2CCOCC2)c(C)c1Br	6	7	7	-7	-1	4	0	6	-2.6
CCCC(=O)N1CC(=O)Nc2ccc(C)cc2C1c1ccc(F)cc1 (stereo not given)	-3	-5	6	4	1	-4	1	-4	0.4
Cc1ccc2nc(SCC(=O)c3ccc(Cl)cc3)nc(=O)n2c1	8	-1	9	-5	2	-11	1	6	-2.3
COC(=O)COc1ccc(S(=O)(=O)Nc2ccc(C(N)=O)cc2)cc1Cl	-6	-8	4	5	-2	8	0	-1	-0.9
COc1ccc(C2=NS(=O)(=O)N(C)C(C(=O)NCc3cccs3)=C2)cc1OC	-6	19	-10	3	6	1	9	-10	-2.4
CCC(C)(C)n1nnnc1C(c1ccccn1)N1CCCCC1 (stereo not given)	16	14	4	1	-3	5	0	-2	1.1
CCn1c(-c2cccc(S(=O)(=O)N3CCCC3)c2)n[nH]c1=S	-13	1	3	2	-1	-6	0	-4	-0.1
CCN(CC)CCCN1C=C2C(=O)C(C)(OC(=O)CCc3ccccc3)C(=O)C=C2C=C1c1ccc(C#N)cc1 (stereo not given)	-9	-4	-5	23	0	16	-1	-5	3.2
Cc1ccc(-c2cc(C(=O)N/N=C/c3ccco3)n[nH]2)s1	2	-36	6	-7	-2	0	0	4	28
O=C(C[C@H]1C/C=C\C[C@@H](Cc2ccc(F)cc2)C(=O)OC[C@@H]2CCCN2C1=O)NCCO	-3	0	4	3	7	-1	3	-1	-1.6
COc1cccc(-c2nc(CS(=O)(=O)CC(=O)NCCc3ccc(C)cc3)c(C)o2)c1	1	-9	2	-8	-2	-24	8	3	0.6
CC(=O)Nc1ccc(CNc2nc(NC(C)C)nc3ccsc23)cc1	-3	nt	-12	3	-3	5	0	-3	nt
CCC1C(=NO)C(CC)C(c2ccccc2)NC1c1ccccc1 (stereo not given)	-13	42	-12	10	-14	1	3	-21	-0.7
COC(=O)c1cc(=O)n(Cc2cccs2)c(=Nc2ccccc2)s1	11	17	21	-9	-1	-2	-1	9	-1.9
CSCc1ccc(C(=O)NC2CC(C)(C)Cc3c2cnn3-c2ccc(F)cc2)o1 (stereo not given)	-2	1	4	3	-2	5	0	0	1.0
C#CCN(C[C@@H]1[C@@H](OC(=O)NCc2ccc(OC)c(OC)c2)[C@@H](OC(=O)NCc2ccc(OC)c(OC)c2)CN(C(=O)OC(C)C)N1C(=O)OC(C)C)S(=O)(=O)c1ccc(C)cc1	-3	-1	0	3	0	0	3	-2	0.4
O=C(CN1C(=O)CSc2ccccc21)N/N=C/c1ccco1	1	-3	10	-3	0	-1	2	2	-1.6
Cc1ccc(-n2nc3c(=O)n(CC(=O)NCc4ccccn4)nc(C)c3c2C)cc1	-3	-8	2	5	-8	-14	0	1	-0.4
COc1ccc(OCc2nc(N)nc(Nc3ccc(C)cc3)n2)cc1	0	-11	8	-4	-4	2	-1	0	0.1
COc1cc(C2C(C(=O)c3cc4ccccc4o3)=C(O)C(=O)N2CCN2CCOCC2)ccc1OCCC(C)C (stereo not given)	4	-7	7	-2	0	-10	1	4	-0.3
O=C(OCc1cn([C@@H]2CN(CC3CCCCC3)[C@@H](c3ccccc3)C[C@H]2O)nn1)c1ccccc1	1	-15	3	0	0	-3	1	3	4.0
C/C(O)=C(/C#N)c1nc2ccccc2[nH]1	0	11	-2	-5	1	-7	1	9	-3.0
CC1=C(C(N)=O)C(c2cccnc2)n2nc(SCc3ccccc3Cl)nc2N1 (stereo not given)	2	45	6	-3	-5	14	8	13	3.4
Cc1ccc(C)n1-c1ccsc1C(=O)CC#N	3	5	10	6	-3	1	1	2	-0.4
CSc1ncc(Cl)c(C(=O)Nc2cccc(C)c2)n1	10	-3	2	-12	-4	-18	-4	2	-3.8
COc1ccccc1/C=C\C=N\NC(=O)CCn1nnc2ccccc21	2	20	2	8	-2	4	8	-7	-3.4
O=C1CCC[C@@H]2[C@H]3CCC[N+]4([O-])CCC[C@@H](CN12)[C@@H]34 (stereo not given in full)	2	8	5	-2	0	-9	1	-2	0.4
(cont.)
SMILES	CHRM4 PAM	CRFR2-BP antag	CHRM1 PAM	M5 antag	M5 ag	CHRM4 antagonist	M4 ag	M5 PAM	CRFBP-R2 agonist
O=c1[nH]c(/C=C/c2ccccc2F)nc2ccccc12	1	-7	-1	5	0	6	1	5	0.5
O=C(CCCOc1ccc(Cl)cc1Cl)N/N=C/c1cccc([N+](=O)[O-])c1	-7	-22	6	1	-2	-4	0	-5	6.1
CC1=C(C(=O)OC2CCCC(C)C2)C(c2ccccc2)NC(=O)N1 (stereo not given)	10	5	17	3	1	-14	-3	5	-1.1
Cc1nc(SCC(=O)NCCc2ccccc2)c2c(=O)n(C)c(=O)n(C)c2n1	2	1	4	-13	-2	-15	1	1	0.1
CCOC(=O)C(CCCCP(=O)(c1ccccc1)c1ccccc1)(NC(C)=O)C(=O)OCC	6	-6	16	1	-1	-1	0	0	2.6
Cc1cccnc1NC(=O)CN1C(=O)NC(C)(c2ccc3ccccc3c2)C1=O (stereo not given)	4	14	10	1	2	5	3	1	-0.9
CC1CCCN(C(=O)CSc2ncccn2)C1 (stereo not given)	0	-2	11	-6	-1	-2	1	6	-0.1
C[C@@H](NC(=O)c1[nH]cnc1C(=O)Nc1ccc(Cl)cc1)c1ccccc1	14	1	-2	-2	3	-10	0	9	3.4
CCONC(=O)Nc1ccccc1	14	4	10	-3	0	4	1	4	-1.0
CC(=O)c1ccc(NS(=O)(=O)c2ccc(-c3cnc(C4CC4)o3)cc2)cc1	-1	0	2	1	1	10	6	-7	0.4
CNc1c(C(=O)O)ccc2c1C(=O)c1ccccc1C2=O	6	14	-9	6	-2	-19	0	-4	0.5
Cc1ccc(OCCN2C(=O)C(=O)c3cccc(C)c32)cc1	-3	4	5	-3	10	4	1	1	-3.7
CCN(CC(=O)NCc1cccs1)C(=O)/C=C/c1cc(OC)c(OC)c(OC)c1	-1	15	1	4	4	2	2	8	0.7
COc1ccc(/C=C/c2noc(-c3ccccc3OC(C)=O)n2)cc1	-2	-1	2	4	-4	-11	5	1	4.1
C/C(N)=C(/C#N)C(=O)COC(=O)C1CCN(S(=O)(=O)c2cccs2)CC1	-4	-1	-4	7	11	3	12	-9	0.9
Cc1ccc(C2=NS(=O)(=O)N(C)C(C(=O)NC3CCCCC3)=C2)cc1	-3	12	-1	3	5	-5	9	-10	-2.3
Fc1ccc(CCn2c(Cn3c(-c4cnccn4)nc4ccccc43)nc3ccccc32)cc1	8	nt	nt	6	0	-23	3	-7	nt
O=C(COc1cccc(-n2cnnn2)c1)Nc1ccc([N+](=O)[O-])cc1	-2	8	15	4	0	3	2	2	-0.9
O=C(NC(=S)NNS(=O)(=O)c1ccccc1)c1ccc([N+](=O)[O-])cc1	5	28	0	5	-1	3	0	-4	1.6
COc1cc(OC)cc(C(=O)Nc2ccc3nc4n(c(=O)c3c2)CCCCC4)c1	6	1	4	0	-1	-11	2	2	-2.3
CN(c1ccc(OCC(=O)N2CCCC2)cc1)S(=O)(=O)c1ccc(Cl)cc1	15	-10	6	-5	3	-18	3	10	-1.6
